Screening data as filed in PubChem.
C diff growth = C. difficile growth inhibitors, primary screen, HTS. Clostridium difficile clinical isolate growth, OD600, 24 h; active compounds read low. growth activity, negative = inhibition, % at 16 µg/mL (by protocol). hit rate 0.25% among 86,000. AID 1259249, 2017;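 active means mean growth activity at or below -80% and every replicate also at or below -80%; inconclusive means mean at or below -80% but some replicate above -80%; inactive means mean growth activity above -80%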;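 further: 0% = DMSO wells and -100% = levofloxacin 16 µg/mL wells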
GASC1 inh = inhibitors of GASC-1 (KDM4C) histone demethylase, primary screen, biochemical, single concentration HTS; Lysine-specific demethylase 4C (Homo sapiens), Q9H3R0; GST-KDM4C 2-372, H3K9me3 peptide, LANCE TR-FRET; inhibition, % at 12.5 µM; hit rate 0.15% among 96,000; AID 720574, 2013;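 active means mean replicate inhibition above about 25%, with at least 55% of replicates also reaching it, limit read from the data, passing the limit was not always enough; inconclusive means only one of those two conditions met; inactive means neither condition met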
Target sequence (Q9H3R0 2-372 limits assumed): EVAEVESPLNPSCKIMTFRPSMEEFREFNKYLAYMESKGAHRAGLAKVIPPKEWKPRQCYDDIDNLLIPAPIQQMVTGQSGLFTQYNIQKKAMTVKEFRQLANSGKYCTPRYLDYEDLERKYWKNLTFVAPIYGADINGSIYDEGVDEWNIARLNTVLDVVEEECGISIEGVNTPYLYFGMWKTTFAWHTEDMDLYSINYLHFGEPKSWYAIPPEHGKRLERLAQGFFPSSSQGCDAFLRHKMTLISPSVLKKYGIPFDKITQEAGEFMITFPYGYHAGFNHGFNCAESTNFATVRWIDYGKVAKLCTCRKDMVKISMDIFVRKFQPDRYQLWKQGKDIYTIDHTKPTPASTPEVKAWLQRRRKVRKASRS
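Assay system: GST-GASC-1 enzyme fragment 2-372 | Amount: 10 nM enzyme | Medium: HEPES buffer, pH 7.5, plus ascorbate | Reagent: H3K9me3 peptide substrate, Fe(II), 2-oxoglutarate | Doses: Single-point compound screen | Incubation: 30 min demethylation and 1 h detection at room temperature | Measured by: LANCE TR-FRET, excitation 340 nm, emissions 618 and 671 nm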
Pf Dd2 inh = P. falciparum Dd2 growth inhibitors, primary screen, SYBR Green fluorescence, single dose replicates. 72 h; active compounds read low. activity change, % at 10 µM. hit rate 2.3% among 94,000; in the data active means activity change below about -80%; inconclusive means no clear call, values can overlap the other calls
T cruzi growth = T. cruzi intracellular proliferation inhibitors, primary screen, cell-based, beta-gal Tulahuen parasites, NIH3T3 host, luminescence. inhibition, % at 8.34 µM. T. cruzi beta-gal in NIH3T3, GalScreen luminescence, 90 h. hit rate 5.9% among 77,000;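 active means mean inhibition above about 93%, with at least 55% of replicates each passing it, limit read from the data, passing the limit was not always enough; inconclusive means only one of those two conditions holds; inactive means neither condition holds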
* hit, by the source's call; u = inconclusive; x = not tested or not shown; & = joins results of further samples; ! = repeats disagree.

Start of the data: the first 4 entries (preview)
Order of values – C diff growth, GASC1 inh, Pf Dd2 inh, T cruzi growth
(1) CN1C(=O)c2cc(NC(=O)Nc3ccccc3F)ccc2OC[C@@H]2O[C@@H](CC(=O)NCCc3ccncc3)CC[C@@H]21
    4, 2.1, 14, 56
(2) COCCNC(=O)[C@H]1[C@H](CO)[C@H]2Cn3c(cccc3=O)[C@@H]1N2S(=O)(=O)c1ccccc1C
    -6, -3.3, x, -48
(3) C[C@H]1CN([C@@H](C)CO)C(=O)c2cc(NC(=O)Cn3cnnn3)ccc2O[C@H]1CN(C)C(=O)NC1CCCCC1
    3, 0.1, 19, 66
(4) O=C(Nc1ccccc1F)N1CCCCN2[C@H](C1)[C@@H](c1ccc(C#Cc3cccnc3)cc1)[C@@H]2CO
    3, 0.2, -14, 104*

The whole of this part, from the start:
Order of values – C diff growth, GASC1 inh, Pf Dd2 inh, T cruzi growth
(1) CN1C(=O)c2cc(NC(=O)Nc3ccccc3F)ccc2OC[C@@H]2O[C@@H](CC(=O)NCCc3ccncc3)CC[C@@H]21
    4, 2.1, 14, 56
(2) COCCNC(=O)[C@H]1[C@H](CO)[C@H]2Cn3c(cccc3=O)[C@@H]1N2S(=O)(=O)c1ccccc1C
    -6, -3.3, x, -48
(3) C[C@H]1CN([C@@H](C)CO)C(=O)c2cc(NC(=O)Cn3cnnn3)ccc2O[C@H]1CN(C)C(=O)NC1CCCCC1
    3, 0.1, 19, 66
(4) O=C(Nc1ccccc1F)N1CCCCN2[C@H](C1)[C@@H](c1ccc(C#Cc3cccnc3)cc1)[C@@H]2CO
    3, 0.2, -14, 104*
(5) CNC(=O)C[C@@H]1CC[C@H]2[C@H](COc3ccc(NC(=O)Nc4cccc(Cl)c4)cc3C(=O)N2C)O1
    -4, 0.3, 2, 24
(6) C[C@@H]1CCCCO[C@@H](CN(C)S(=O)(=O)c2ccc(Cl)cc2)[C@@H](C)CN([C@@H](C)CO)C(=O)c2cc(NC(=O)Nc3cccc4ccccc34)ccc2O1
    11, 0.1, -75, 59
(7) COc1ccccc1S(=O)(=O)N[C@@H]1CC[C@H](CCNC(=O)C2CCC2)O[C@@H]1CO
    2, 5.8, -6, x
(8) C[C@@H]1CN([C@@H](C)CO)C(=O)c2c(c3ccccc3n2C)-c2ccccc2CO[C@@H]1CN(C)S(=O)(=O)c1cn(C)cn1
    -18, -0.6, 1, u
(9) CC(C)NC(=O)Nc1ccc2c(c1)C(=O)N([C@H](C)CO)C[C@@H](C)[C@H](CN(C)C(=O)CCC(F)(F)F)OCCCC[C@@H](C)O2
    2, 0.0, -7, 22
(10) COc1cccc(NC(=O)N[C@H]2C=C[C@@H](CC(=O)N3CCN(C)CC3)O[C@H]2CO)c1
    -2, -0.7, 6, -4
(11) CCCC#Cc1ccc2c(c1)O[C@@H](CN(C)Cc1ccc3c(c1)OCO3)[C@H](C)CN([C@@H](C)CO)S2(=O)=O
    15&14, 18, x, u
(12) C[C@@H]1CN([C@H](C)CO)C(=O)c2cc(NC(=O)Nc3ccc(F)cc3)ccc2O[C@@H](C)CCCCO[C@H]1CN(C)S(=O)(=O)c1ccc(F)cc1
    -2, 1.0, -71, 97
(13) O=C(Cc1cccnc1)N1CC2(C1)[C@@H](c1ccccc1)[C@@H](CO)N2C(=O)C1CCCC1
    -2, -1.9, -11, x
(14) C/C=C/c1ccc([C@@H]2[C@@H](C#N)N(C(=O)c3cccnc3)[C@@H]2CO)cc1
    -15, 1.0, 4, 92
(15) CCS(=O)(=O)N[C@@H]1CC[C@@H](CC(=O)NCc2ccc(Cl)cc2)O[C@@H]1CO
    4, 0.6, -5, -26
(16) N#Cc1cccc(-c2ccc3c(c2)[C@H]2[C@H](CCN2C(=O)c2ccc4c(c2)OCO4)[C@@H](CO)N3)c1
    -4, -4.3, -75, 97*
(17) C[C@H]1CN([C@@H](C)CO)C(=O)c2cc(C3=CCCC3)cnc2O[C@H]1CN(C)C(=O)Nc1cccc(F)c1
    -2, 3.1, 23, x
(18) C[C@@H]1CN([C@@H](C)CO)C(=O)c2cc(NC(=O)Cc3ccccc3)ccc2O[C@H]1CN(C)S(=O)(=O)c1ccc(F)cc1
    -4, 14, 15, 49
(19) CCCNC(=O)C[C@H]1CC[C@H]2[C@@H](COC[C@@H](O)CN2C(=O)Nc2c(C)noc2C)O1
    x, -0.3, 10, -2
(20) COc1ccc(NC(=O)N(C)C[C@@H]2Oc3cc(-c4cccc(C(=O)N(C)C)c4)ccc3S(=O)(=O)N([C@@H](C)CO)C[C@@H]2C)cc1
    -1, 1.7, -3, x
(21) C[C@@H]1CN([C@H](C)CO)C(=O)c2cccc(NS(=O)(=O)c3ccc(F)cc3)c2O[C@H]1CN(C)C(=O)NC1CCCCC1
    4, -1.0, -12, 24
(22) CC(C)NC(=O)N(C)C[C@@H]1OCCCC[C@@H](C)Oc2ccc(NS(=O)(=O)c3ccccc3)cc2C(=O)N([C@H](C)CO)C[C@H]1C
    4, 0.9, -11, -42
(23) C[C@@H]1CN([C@@H](C)CO)S(=O)(=O)c2ccc(Br)cc2O[C@H]1CN(C)C(=O)c1ccccc1F
    -2, 0.2, 9, 34
(24) C[C@@H]1CN([C@H](C)CO)C(=O)Cc2cc(NS(=O)(=O)c3ccc(F)cc3)ccc2O[C@@H]1CN(C)Cc1ccc(Oc2ccccc2)cc1
    -2, -0.9, 5, 53
(25) O=C(Cc1ccccn1)NCC[C@H]1CC[C@@H](NC(=O)Nc2ccc(F)cc2)[C@H](CO)O1
    6, 1.7, -1, 35
(26) Cc1cccc(-c2ccc(C3[C@@H]4CN(C(=O)Nc5ccc(F)cc5)C[C@H]3N4)cc2)c1 (stereo partly specified)
    -91*!, 0.1, -13&-74, x
(27) C[C@H]1CN([C@@H](C)CO)C(=O)c2cc(-c3cccnc3)cnc2O[C@H]1CN(C)C(=O)Nc1ccc(F)cc1
    -1, 6.6, 23, 23
(28) CN1c2ccc(-c3ccccc3F)cc2[C@H]2[C@H](CCN2C(=O)CN2CCOCC2)[C@@H]1CO
    -8, 0.9, -14, 61
(29) Cc1cccc(S(=O)(=O)N2CCCCN3[C@H](CO)[C@H](c4ccc(C#C[C@@H](C)O)cc4)[C@@H]3C2)c1
    3, 0.2, -15, 63
(30) C[C@@H]1CN([C@H](C)CO)C(=O)c2cc(C#C[C@@H](C)O)cnc2O[C@@H]1CN(C)C(=O)Cc1ccncc1
    -8, 1.2, 27, x

(more compounds)
Order of values – C diff growth, GASC1 inh, Pf Dd2 inh, T cruzi growth
(31) O=C(C[C@H]1C[C@@H]2c3cc(NC(=O)c4cccnc4)ccc3O[C@@H]2[C@@H](CO)O1)NCC(F)(F)F
    x, 0.6, 7, -9
(32) C[C@H](CO)N1C[C@H](C)[C@@H](CN(C)Cc2ccc(-c3ccccc3)cc2)Oc2ccc(N(C)C)cc2CC1=O
    8, 18, -19, x
(33) C[C@@H]1CN([C@H](C)CO)C(=O)c2c(c3ccccc3n2C)-c2ccccc2CO[C@@H]1CN(C)C(=O)NC1CCCCC1
    -1, 0.1, -38, -31
(34) COc1ccc2c3c([nH]c2c1)[C@@H](CO)N(C(=O)C1CCC1)CC31CCN(Cc2nccs2)CC1
    -2, -0.6, -68, x
(35) C[C@H](CO)N1C[C@H](C)[C@@H](CN(C)S(=O)(=O)c2ccccc2)OCCCC[C@H](C)Oc2ccc(NC(=O)Nc3ccc(C(F)(F)F)cc3)cc2C1=O
    -7, 0.2, -43, 87
(36) C/C=C/c1ccc2c(c1)O[C@H](CN(C)Cc1ccc(F)cc1)[C@@H](C)CN([C@@H](C)CO)S2(=O)=O
    31, -1.3, -6, 117*
(37) Cc1noc(C)c1S(=O)(=O)N(C)C[C@H]1OCCCC[C@@H](C)Oc2ccc(NC(=O)Nc3ccccc3)cc2C(=O)N([C@@H](C)CO)C[C@H]1C
    -1, -1.4, -65, x
(38) CCCC#Cc1cnc2c(c1)C(=O)N([C@H](C)CO)C[C@H](C)[C@@H](CN(C)C(=O)CN1CCOCC1)O2
    -2, 12, 31, 54
(39) COc1ccc(CNC(=O)C[C@@H]2C[C@H]3c4cc(NC(=O)CC5CC5)ccc4O[C@H]3[C@H](CO)O2)cc1
    1, -0.1, 33, 7
(40) C[C@@H]1CCCCO[C@H](CN(C)C(=O)Nc2cccc3ccccc23)[C@H](C)CN([C@H](C)CO)C(=O)c2cc(NS(C)(=O)=O)ccc2O1
    3, 0.3, -59, 11
(41) C[C@@H]1CCCCO[C@H](CN(C)S(=O)(=O)c2ccc(F)cc2)[C@H](C)CN([C@@H](C)CO)C(=O)c2cc(NC(=O)c3ccncc3)ccc2O1
    -2, -0.4, -61, 28
(42) C[C@H](CO)N1C[C@H](C)[C@H](CN(C)Cc2cccnc2)Oc2ncc(-c3ccccc3)cc2C1=O
    2, 1.9, 33, 7
(43) CCCC(=O)Nc1ccc2c(c1)C(=O)N(C)C[C@H](OC)[C@@H](C)CN(C(=O)CC1CC1)[C@H](C)CO2
    0, 0.8, 40, -37
(44) CS(=O)(=O)Nc1ccc2c(c1)[C@H]1C[C@@H](CC(=O)NC3CCCCC3)O[C@@H](CO)[C@H]1O2
    x, 0.1, 8, -20
(45) C[C@@H]1CN([C@H](C)CO)C(=O)c2cc(NC(=O)CCCN(C)C)ccc2O[C@@H]1CN(C)C(=O)Nc1ccc(F)cc1
    0, 1.0, -2, 61
(46) C[C@@H]1CN([C@@H](C)CO)C(=O)c2cccc(NS(=O)(=O)c3ccc(Cl)cc3)c2O[C@@H]1CN(C)CC1CCCCC1
    12, 0.1, -24, 2
(47) C[C@H]1CCCCO[C@@H](CN(C)C(=O)C2CCCCC2)[C@@H](C)CN([C@@H](C)CO)C(=O)c2cc(NC(=O)Nc3ccccc3)ccc2O1
    -16, -1.3, -88*, 65
(48) C[C@@H]1CN([C@@H](C)CO)C(=O)c2cccc(NC(=O)NC3CCCCC3)c2O[C@H]1CN(C)C(=O)NC1CCCCC1
    -5, -0.9, 1, 28
(49) COCC(=O)Nc1ccc2c(c1)C(=O)N(C)[C@H]1CC[C@@H](CC(=O)NCc3ccccc3F)O[C@H]1CO2
    -1, -1.6, -9, 0
(50) CC(C)NC(=O)N(C)C[C@H]1Oc2ccc(NC(=O)Nc3ccc4c(c3)OCO4)cc2CC(=O)N([C@@H](C)CO)C[C@H]1C
    -4, 4.5, 26, 10
(51) CCNC(=O)C[C@@H]1CC[C@@H]2[C@H](COc3ccc(NC(=O)c4ccccc4Cl)cc3C(=O)N2C)O1
    -4, -0.9, -2, 21
(52) O=C(Nc1cccc(F)c1)N1CC(=O)N2[C@H](C1)[C@@H](c1ccc(C#Cc3cccnc3)cc1)[C@@H]2CO
    0, 0.2, -19, x
(53) C[C@@H]1CN([C@H](C)CO)C(=O)Cc2cc(NC(=O)Nc3cccc4ccccc34)ccc2O[C@H]1CN(C)S(=O)(=O)c1cn(C)cn1
    0, 5.5, 15, -27
(54) COc1ccc2c3c(n(C)c2c1)[C@@H](CO)N(C(=O)C1CCCC1)CC31CN(C(=O)CC2CC2)C1
    3, 1.0, -57, x
(55) O=C(Cc1cccnc1)N1CC(=O)N2[C@H](CO)[C@H](c3ccc(C#CC4CC4)cc3)[C@H]2C1
    -7, 0.0, 0, x
(56) CCCNC(=O)C[C@H]1CC[C@H]2[C@H](COc3ccc(NC(=O)C4CCOCC4)cc3C(=O)N2C)O1
    1, 2.3, 19, -22
(57) C[C@H](CO)N1C[C@H](C)[C@@H](CN(C)Cc2ccc(-c3ccccc3)cc2)Oc2ccc(NC(=O)c3ccncc3)cc2CC1=O
    -9, 0.2, -79, 125*
(58) COc1cccc(-c2ccc3c(c2)O[C@@H](CN(C)C)[C@@H](C)CN([C@@H](C)CO)S3(=O)=O)c1
    -3, 2.6, -8, x
(59) CC(=O)N1[C@@H]2c3cccc(=O)n3C[C@@H]2[C@@H](CO)[C@@H]1C(=O)N[C@@H](C)c1ccccc1
    3, 0.0, 1, 30
(60) COc1ccc(S(=O)(=O)Nc2ccc3c(c2)CC(=O)N([C@@H](C)CO)C[C@@H](C)[C@@H](CN(C)C(=O)Nc2cccc4ccccc24)O3)cc1
    -5, -1.0, 0, 14
(61) O=C([C@@H]1[C@@H](CO)[C@@H]2Cn3c(cccc3=O)[C@H]1N2S(=O)(=O)c1ccccc1F)N1CCOCC1
    -6, 0.0, x, 33
(62) O=C(C[C@@H]1C=C[C@H](NC(=O)c2ccc3c(c2)OCO3)[C@@H](CO)O1)NCc1ccc(F)cc1
    -1, -0.5, -6, -53

Hits appear at their usual frequency; any-hit rate near 7%.
